# pPAFAH inh: pPAFAH (human) enzyme inhibition; Q13093; recombinant pPAFAH, FP-rhodamine probe fluorescence polarization; inhibition, % at 3.39 µM; hit rate 1.5% among 330,000;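 active means inhibition above the mean inhibition across the screen plus 3 SD, cut at about 25% in these data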;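 further: inhibitors block binding of the rhodamine activity-based probe so polarization drops; 0% = enzyme with DMSO and 100% = wells lacking pPAFAH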
# LYPLA1 counter: LYPLA1 (human) inhibition in PME1 counter-screen | O75608 | recombinant LYPLA1, FP-Rh probe fluorescence polarization | inhibition, % at 5.9 µM | hit rate 0.16% among 320,000 | AID 2174;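 active means inhibition above the mean of all tested compounds plus 3 SD, set per campaign, cut at about 14% in these data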;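 further: inhibitors block serine hydrolase probe labeling of LYPLA1 so polarization falls; 0% = enzyme with DMSO and 100% = wells lacking LYPLA1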
# ZTA counter: blocks Epstein-Barr virus ZTA, an EBNA-1 counter-screen. P03206. ZTA-DNA binding, fluorescence polarization. inhibition, % at 11 µM. hit rate 0.15% among 320,000; in the data active means inhibition above about 33%
# PREPL inhibitor: inhibitors of human prolyl oligopeptidase-like enzyme PREPL | AID 2751 | inhibition, % at 5.96 µM | hit rate 0.68% among 320,000 | recombinant PREPL, fluorescence polarization activity-based probe | Q4J6C6; in the data active means inhibition above about 43%;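 further: 0% = enzyme with DMSO and 100% = wells lacking enzyme; many of its hits are not listed in these tables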
# Target sequence (Q4J6C6 whole entry, looked up): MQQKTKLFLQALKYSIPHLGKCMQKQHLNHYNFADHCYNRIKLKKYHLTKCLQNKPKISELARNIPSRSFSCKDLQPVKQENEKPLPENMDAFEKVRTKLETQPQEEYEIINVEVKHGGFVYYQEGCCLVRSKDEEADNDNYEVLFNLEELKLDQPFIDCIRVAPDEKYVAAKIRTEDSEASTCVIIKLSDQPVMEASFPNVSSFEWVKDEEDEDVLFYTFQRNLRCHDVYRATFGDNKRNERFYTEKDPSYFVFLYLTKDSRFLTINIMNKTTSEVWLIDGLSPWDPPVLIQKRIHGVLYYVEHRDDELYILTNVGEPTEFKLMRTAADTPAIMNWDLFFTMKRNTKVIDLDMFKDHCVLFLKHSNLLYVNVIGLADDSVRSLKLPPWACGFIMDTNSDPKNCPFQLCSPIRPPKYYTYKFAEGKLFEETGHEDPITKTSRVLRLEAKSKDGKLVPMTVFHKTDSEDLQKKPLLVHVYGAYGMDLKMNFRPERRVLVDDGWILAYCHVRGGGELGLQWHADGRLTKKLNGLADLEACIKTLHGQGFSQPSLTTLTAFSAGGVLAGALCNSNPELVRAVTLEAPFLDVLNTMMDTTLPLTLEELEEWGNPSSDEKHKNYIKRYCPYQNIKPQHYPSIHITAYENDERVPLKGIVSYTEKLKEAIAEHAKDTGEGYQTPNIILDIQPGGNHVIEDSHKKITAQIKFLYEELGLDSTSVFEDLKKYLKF
# LYPLA2 inh: counter-screen for PME1 inhibitors: inhibitors of human LYPLA2; recombinant LYPLA2, FP-Rh probe fluorescence polarization; hit rate 0.38% among 320,000; AID 2177; inhibition, % at 5.9 µM; O95372;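 active means inhibition above the screen-wide mean plus 3 SD, limit set per campaign, cut at about 26% in these data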;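 further: 0% = LYPLA2 with DMSO and 100% = wells lacking LYPLA2 enzyme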
# PAFAH1B2 inh: PAFAH1B2 (human) inhibition | hit rate 1.2% among 340,000 | recombinant PAFAH1B2, FP-rhodamine activity probe, fluorescence polarization | P68402 | inhibition, % at 3.39 µM | AID 492953;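 active means inhibition above the mean of all tested compounds plus 3 SD, cut at about 24% in these data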;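 further: 0% = enzyme with DMSO and 100% = wells lacking PAFAH1B2; many of its hits are not listed in these tables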
# PAFAH1B3 inh: PAFAH1B3 (human) inhibition | Q15102 | recombinant PAFAH1B3, FP-rhodamine probe, fluorescence polarization | inhibition, % at 3.39 µM | hit rate 0.28% among 340,000;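 active means inhibition above the screen-wide average of all tested compounds plus 3 SD, cut at about 25% in these data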;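 further: 0% = enzyme with DMSO only and 100% = wells lacking PAFAH1B3 protein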
# Target sequence (Q15102 whole entry, looked up): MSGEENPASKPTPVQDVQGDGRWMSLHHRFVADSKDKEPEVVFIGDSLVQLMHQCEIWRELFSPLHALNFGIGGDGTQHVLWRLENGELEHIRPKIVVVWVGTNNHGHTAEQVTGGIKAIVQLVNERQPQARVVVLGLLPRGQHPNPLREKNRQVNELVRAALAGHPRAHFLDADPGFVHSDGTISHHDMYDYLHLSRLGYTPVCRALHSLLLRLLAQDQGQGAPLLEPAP
# EBNA-1 inhibitor: blocks EBNA-1 binding to DNA; EBNA-1 DNA binding, fluorescence polarization; hit rate 0.34% among 300,000; inhibition, % at 14.8 µM; in the data active means inhibition above about 28%
# PAFAH2 FP inh: inhibitors of human PAFAH2; hit rate 0.99% among 340,000; AID 492956; recombinant PAFAH2, FP-rhodamine activity probe, fluorescence polarization; inhibition, % at 3.39 µM; Q99487;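 active means inhibition above the mean over all tested compounds plus 3 SD, cut at about 30% in these data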;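 further: inhibitors block probe labeling of enzyme so polarization drops; 0% = enzyme with DMSO and 100% = wells lacking PAFAH2 protein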
# An asterisk follows results filed as active; . = no result given. Not all compounds are listed; the hit share may differ from the screen's.
SMILES	pPAFAH inh	LYPLA1 counter	ZTA counter	PREPL inhibitor	LYPLA2 inh	PAFAH1B2 inh	PAFAH1B3 inh	EBNA-1 inhibitor	PAFAH2 FP inh
CC(=O)N1CCN(c2ccc([N+](=O)[O-])cc2C#N)CC1	2	-3	4	1	-3	4	8	5	6
CCn1c(SCC(=O)Nc2ccc(N(C)C)cc2)nnc1-c1ccco1	3	-4	-1	2	-4	-2	-2	-13	-5
COc1ccccc1N1CCN(c2nc3ccccn3c(=O)c2C=O)CC1	5	4	19	12	8	4	6	-7	1
Cc1cc(=O)oc2cc(OCC(=O)N3CC[C@@]4(O)CCCC[C@H]4C3)c(Cl)cc12	-1	1	-15	22	6	0	11	6	1
CN1CCN(c2nc(-c3ccccc3)nc(-c3ccc(F)cc3)c2C#N)CC1	7	1	1	-1	-3	0	6	-3	4
CC(CC(=O)N1CCN(c2ccccc2)CC1)S(=O)(=O)c1ccc2c(c1)NC(=O)CO2 (stereo not given)	-2	0	-4	3	-2	0	1	-6	1
CCN(CC)C(=O)/C=C/c1ccc(OC)c(S(=O)(=O)N2CCCCC2)c1	4	-1	7	-2	-3	-2	-4	1	-1
CC(C)CCOc1ccc(CO[C@@H]2[C@H]3OC(C)(C)O[C@H]3O[C@@H]2C(O)CO)cc1 (stereo not given in full)	1	3	-5	4	-2	1	7	3	3
O=C(c1cccnc1)N1CCc2ccccc2C1	-5	-1	10	12	6	2	1	2	0
O=C(CSc1nc(-c2ccco2)cc(C(F)(F)F)n1)Nc1ccc(C(=O)N2CCOCC2)cc1	0	-4	3	3	2	2	7	-18	0
COCCNC(=O)Nc1ccc(F)cc1	1	0	-2	1	-1	4	9	-6	7
CCC(C)(C)NC(=O)Cc1ccccc1OC	3	-4	1	1	0	0	0	10	3
O=C(NCC(F)(F)F)Nc1cccnc1	-2	2	-7	-3	4	2	3	80*	1
CC(C)c1nnc(SCC(=O)N2CCN(C(=O)c3ccco3)CC2)n1N	3	1	-8	-5	0	3	6	3	0
CC(C)N(Cc1nc(-c2ccccc2)no1)C(=O)CSc1ccccc1	12	1	-1	-22	-6	4	-10	-4	-3
CCN(Cc1ccc2c(c1)OCCO2)C(=O)CN1C(=O)NC2(CCc3ccccc32)C1=O (stereo not given)	-1	3	-11	1	9	0	6	.	-3
O=C1CC(c2ccc(Cl)cc2)CC(O)=C1C=NCCO (stereo not given)	6	-2	4	-4	1	-1	-7	4	-2
O=C(Nc1ccccc1C(=O)N1CCCCCC1)c1cccc([N+](=O)[O-])c1	-7	-6	-23	7	-8	0	1	-7	-1
Cc1ccc2cc(/C=N/NC(=O)c3ccccc3[N+](=O)[O-])c(Cl)nc2c1	1	1	-4	10	1	0	-2	-11	-3
Cc1ccsc1C(=O)NNC(=O)C1CC=CCC1C(=O)O (stereo not given)	-5	-2	-5	16	-3	0	-1	1	3
CC1CC(C)CN(CC(=O)NNC(=O)COc2ccc(Cl)cc2)C1 (stereo not given)	-3	0	-19	18	7	4	6	.	21
O=C(COC(=O)c1cccc(Cl)c1)Nc1ccc2[nH]c(=O)[nH]c2c1	-7	-6	-3	8	-9	1	8	15	-4
CCOC(=O)N1CCN(c2c(N3CCN(c4ccccc4OC)CC3)c(=O)c2=O)CC1	3	2	1	4	4	5	4	7	1
CCOc1cccc(N2C(=O)CC(NNC(=O)c3ccc(Br)o3)C2=O)c1 (stereo not given)	0	-5	-2	10	-5	5	2	3	-4
COCc1ccc(CN2CCC(n3nccc3NC(=O)CCOc3ccccc3)CC2)o1	4	1	-4	21	9	-2	1	11	0
CCOC(=O)C1CCN(C(=O)COC(=O)c2ccc3[nH]c4c(c3c2)CCCC4)CC1	7	3	5	11	3	2	-2	14	-1
COc1ccccc1C(=O)NC(=O)CSc1cccc[n+]1[O-]	5	-1	12	-2	1	-1	-2	-4	-1
COc1ccc(S(=O)(=O)n2nc(OC(=O)c3ccncc3)cc2N)cc1	0	1	5	-2	-10	9	3	-2	0
COC(=O)C1=C(C(=O)OC)[C@@H]2N(C)c3ccccc3[C@@]23C[C@@H](CO)N(C(=O)NCCBr)C3=N1	-1	-2	-3	6	1	4	-3	-12	4
CC(C)(C)C(=O)Nc1sc2c(c1-c1nc3ccccc3[nH]1)CCCC2	5	-1	-3	9	4	0	-2	-6	-2

# Filtered by structure: the entries above with a nitro group on carbon (3)
SMILES	pPAFAH inh	LYPLA1 counter	ZTA counter	PREPL inhibitor	LYPLA2 inh	PAFAH1B2 inh	PAFAH1B3 inh	EBNA-1 inhibitor	PAFAH2 FP inh
CC(=O)N1CCN(c2ccc([N+](=O)[O-])cc2C#N)CC1	2	-3	4	1	-3	4	8	5	6
O=C(Nc1ccccc1C(=O)N1CCCCCC1)c1cccc([N+](=O)[O-])c1	-7	-6	-23	7	-8	0	1	-7	-1
Cc1ccc2cc(/C=N/NC(=O)c3ccccc3[N+](=O)[O-])c(Cl)nc2c1	1	1	-4	10	1	0	-2	-11	-3

# The list continues:
# Order of results – pPAFAH inh | LYPLA1 counter | ZTA counter | PREPL inhibitor | LYPLA2 inh | PAFAH1B2 inh | PAFAH1B3 inh | EBNA-1 inhibitor | PAFAH2 FP inh
- CC(=O)c1c(CC(=O)O)[nH]n(-c2nc3ccccc3s2)c1=O
    7 | 1 | 2 | 9 | 8 | 8 | 4 | 10 | 4
- CCC(OC(=O)C(NC(=O)c1ccccc1)c1ccccc1)C(=O)Nc1cc(C)on1 (stereo not given)
    1 | 3 | 2 | -4 | 1 | 5 | 12 | -7 | 7
- Cc1ccc(NC(=O)CC2C(=O)OCC3CCCCN32)cc1Cl (stereo not given)
    -2 | -3 | -19 | -2 | 5 | 0 | 10 | 8 | -6
- O=C(CSc1nc(-c2ccccc2)cc(=O)[nH]1)Nc1ccccc1F
    0 | -5 | 7 | -6 | -4 | 3 | 15 | 11 | -2
- COCc1cc(C)nc(SCC(=O)Nc2cccc(C)c2)c1C#N
    3 | -2 | 1 | -3 | -3 | 0 | 0 | -2 | -9
- C/C(=N/Nc1ncc(Br)cn1)c1ccc(Br)cc1
    -9 | -2 | -6 | 10 | -5 | 2 | 10 | -14 | -2
- CCOc1ccccc1OCCNC1CCCC1
    1 | 2 | 2 | 6 | 5 | -8 | 3 | 5 | 15
- Cc1cccc(NC(=O)N2CCCC2C(=O)NCc2ccccc2)c1 (stereo not given)
    -1 | 5 | -4 | -4 | -6 | 1 | 4 | 6 | -3
- Nc1nnc(CC(=O)N/N=C\c2cc([N+](=O)[O-])ccc2O)s1
    11 | -2 | 9 | 7 | 1 | -4 | 16 | -6 | 7
- O=C(Nc1ccc(F)cc1)C(Sc1nc2ccccc2[nH]1)c1ccccc1 (stereo not given)
    -10 | -7 | 10 | -1 | -16 | -7 | -8 | 2 | -7
- COc1ccc(C(C(=O)NC2CCCC2)N(C(=O)c2snc(-c3ccc(F)cc3)c2N)c2ccc(F)cc2)cc1 (stereo not given)
    1 | 0 | -7 | -5 | -3 | 0 | 6 | -6 | -4
- O=C(c1ccco1)N1CCN(C(=O)c2ccc(CS(=O)c3ccc(Cl)cc3)o2)CC1 (stereo not given)
    9 | -2 | -9 | -2 | 0 | 0 | 0 | -10 | -1
- Cc1ccc(NC(=O)CCc2c(C)nn(-c3ccc(N4CCCCC4)nn3)c2C)cc1F
    4 | 0 | 15 | 12 | 4 | 3 | -1 | 6 | 5
- COc1ccc(-c2csc(NC(=O)CSc3nc(SC)ns3)n2)cc1
    -3 | -16 | -2 | -41 | -37 | -3 | -23 | 10 | -15
- Cc1ccc(CN(Cc2cc3cccc(C)c3[nH]c2=O)C(=O)N(C)C)cc1
    3 | 3 | 0 | -2 | -1 | 5 | 4 | 4 | 2
- Cc1nn(C)c(-c2n[nH]c(=S)n2-c2ccccc2)c1Cl
    -1 | 0 | 0 | 11 | 8 | 9 | 5 | 9 | 7
- COc1ccc(NC(=O)c2ccccc2NS(=O)(=O)c2ccc(C)cc2)c([N+](=O)[O-])c1
    16 | 0 | 3 | 1 | 6 | -1 | 10 | 10 | 13
- CC(=O)SC(C)CC(=O)Nc1ccccc1 (stereo not given)
    0 | 6 | -12 | 15 | 2 | 0 | 12 | 3 | 2
- CCN1CCN(CC(O)COCC2COc3ccccc3O2)CC1 (stereo not given)
    0 | 2 | -11 | 19 | -4 | 3 | 6 | -10 | -3
- CCOc1cc(C2NC(=O)N(C)C(C)=C2C(=O)OC)cc(Br)c1O (stereo not given)
    9 | 3 | 13 | -5 | 6 | 1 | 6 | 8 | 0
- O=C(NCCO)c1cccc(Cl)c1
    3 | -1 | 6 | 3 | 3 | -3 | -5 | -4 | -9
- COc1cc(C(=O)NNC(=O)c2cccn2C)cc(OC)c1OC
    4 | -3 | -9 | 7 | 1 | 3 | 2 | 4 | 2
- Cc1cccn2c(=O)c(C(=O)NC3CC(C)CC(C)(C)C3)c(O)nc12 (stereo not given)
    0 | -1 | -6 | -2 | -6 | 3 | 17 | -12 | -1
- Cc1nn(C)c(C)c1NS(=O)(=O)c1cccc(Br)c1
    2 | 1 | 9 | -14 | 1 | 1 | 0 | 2 | 2
- Cc1ccccc1S(=O)(=O)NNC(=O)C(=O)NNc1ccccn1
    4 | 2 | -15 | 13 | 5 | 3 | 14 | -1 | -2
- COc1ccc(S(=O)(=O)N2CCC(C(=O)NCCC(=O)Nc3cccc(OC)c3)CC2)cc1
    7 | -2 | 2 | 4 | 2 | 5 | 7 | 0 | 11
- CCOC(=O)N1CCN(S(=O)(=O)c2cc(OCC(=O)NC3CCCCC3)c(C)cc2Cl)CC1
    1 | 0 | -17 | -8 | -2 | 7 | 2 | 1 | 2
- CCc1sc(C(=O)Nc2cccnc2)cc1Br
    2 | -4 | 4 | -1 | 2 | 2 | 4 | 6 | 4
- CC(C)(C)OC(=O)C[C@@H]1C/C=C\C[C@@H](CC(=O)N(CCO)Cc2ccccc2)C(=O)N2CCC[C@H]2COC1=O
    -4 | . | . | 10 | . | 7 | 16 | . | -4
- Cc1ccc(NC(=O)c2sc3ncn(CC(=O)N4CCN(c5ccccn5)CC4)c(=O)c3c2C)cc1Cl
    2 | -16 | -13 | 11 | -37 | 3 | 6 | 31* | 1

# Structures from the list above containing a cyano group:
# Order of results – pPAFAH inh | LYPLA1 counter | ZTA counter | PREPL inhibitor | LYPLA2 inh | PAFAH1B2 inh | PAFAH1B3 inh | EBNA-1 inhibitor | PAFAH2 FP inh
- CC(=O)N1CCN(c2ccc([N+](=O)[O-])cc2C#N)CC1
    2 | -3 | 4 | 1 | -3 | 4 | 8 | 5 | 6
- CN1CCN(c2nc(-c3ccccc3)nc(-c3ccc(F)cc3)c2C#N)CC1
    7 | 1 | 1 | -1 | -3 | 0 | 6 | -3 | 4
- COCc1cc(C)nc(SCC(=O)Nc2cccc(C)c2)c1C#N
    3 | -2 | 1 | -3 | -3 | 0 | 0 | -2 | -9

# Compound activity (PubChem)
